Assay outcomes (PubChem BioAssay)
RORgamma inh: blocks mouse ROR gamma transcriptional activity; P51450; Drosophila S2 Gal4-RORgamma UAS-luciferase reporter, 20 h; Potency, µM (highest dose often 53.6 µM), for inactives: at the highest dose activity change, negative = inhibition, hits mostly inhibitors; actives 5.4% (n = 310,000); AID 2551; further: on the % scale 0 is the no-effect control and ±100 the full control effect; nearly all actives have a fitted effect of over 60% in size
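Compounds are pin-transferred onto Drosophila Schneider cells expressing a copper-inducible Gal4–ROR gamma transactivation domain fusion. After 1 hr, copper sulfate is added to 700 uM final; luciferase is read 20 hr later.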
VP16 counter: counter-screen for ROR gamma inhibitors: Gal4-VP16 reporter | actives 3.5% (n = 310,000) | Drosophila S2 Gal4-VP16 UAS-luciferase, luminescence, 20 h | Potency, µM (highest dose often 53.6 µM), inactives show top-dose activity, negative = inhibition, hits mostly inhibitors;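 further: Gal4-VP16 expression switched on by copper sulfate through the metallothionein promoter; on the % scale 0 is the no-effect control and ±100 the full control effect; nearly all actives have a fitted effect of over 50% in size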
MLL CXXC-DNA inh: MLL CXXC-DNA interaction inhibition | Q03164 | MLL-CXXC / FITC-HOXA9 DNA fluorescence polarization | Potency, µM (series often up to 115 µM), inactives show at the highest dose activity change, negative = inhibition, usual class: inhibitors | actives 0.037% (n = 290,000); active means well fitted inhibition curve with a large enough effect in the polarisation, with a control signal flat, not every such curve was filed as active; inconclusive means small, poorly fitted or top-dose-only effect, or effect the other way, or a change in a side signal; inactive means no such curve, though single readings can be large or run the other way; the % refers to the polarisation
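Steps: dispense CXXC domain solution (7 uM) → pin compounds or unlabeled HOX-A9 DNA control → 5 min ambient → add FLSN-HOX-A9 solution (50 nM) → spin → 30 min ambient → fluorescence polarization. Tris pH 7.5/NaCl/DTT/BSA buffer.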
* hit, by the source's call; u = inconclusive; & = joins results of further samples; [ ] = another dose, or the depositor's remark. Unless noted, the call rests on the fitted dose curve; in most records, active means well fitted curve in the direction sought with a large enough effect; inconclusive means small, poorly fitted or top-dose-only effect, or another doubt; inactive means no such curve, though single readings can be large; an effect the other way counts as inactive or inconclusive. Potency means the concentration at half of the fitted maximal effect.

SMILES | RORgamma inh | VP16 counter | MLL CXXC-DNA inh
CCCCCC(C)N (configuration not stated) | 0% | 5% | 2%
CCc1c(C)[nH]c2c1C(=O)[C@H](CN1CCOCC1)CC2 | 1%[2.98 µM] | -1%[17 µM] | 5%[51.4 µM]
Clc1cccc(C(c2ccc3nc[nH]c3c2)n2ccnc2)c1 (configuration not stated) | 3% | -5% | 7%
C=C1CC2C3C=C(C)C4=CC(=O)CCC4(C)C3CCC2(C)[C@@]1(OC(C)=O)C(C)=O (some centres not stated) | -2%[10 µM] | -9% | 3%
Cc1nc(NS(=O)(=O)c2ccc(N)cc2)nc(C)c1Br | 25% | 0% | 10%
C[C@@H]1CCC[C@H](C)N1 | 9%[16.9 µM] | -3%[17 µM] | 5%[51.4 µM]
O=C(OCc1ccccc1)c1cccnc1 | 1%[10 µM] | 3% | u
CCC(CC)(CC(=O)Nc1cccc(/C=C/c2nc(C3CCC3)cs2)c1)C(=O)O | -43% | u | 3%
O=CCCCC=O | -9% | 2% | -2%
CCCCC(=O)OC1CCC2C3CCc4cc(O)ccc4C3CC[C@]12C (some centres not stated) | 15% | u | 1%

Part of the list above, as tab-separated lines.
SMILES	RORgamma inh	VP16 counter	MLL CXXC-DNA inh
CCC(CC)(CC(=O)Nc1cccc(/C=C/c2nc(C3CCC3)cs2)c1)C(=O)O	-43%	u	3%
O=CCCCC=O	-9%	2%	-2%

Going on with the list:
SMILES | RORgamma inh | VP16 counter | MLL CXXC-DNA inh
C=C1N[C@]2(C(=O)COC(C)=O)[C@@H](C[C@H]3[C@@H]4CCC5=CC(=O)C=C[C@]5(C)[C@H]4[C@@H](O)C[C@@]32C)O1 | 6% | 1% | -4%
CCOC(=O)[C@@H](N)CS | 3%[10 µM] | -4% | -2%
Cc1cc(O)c(C(C)C)cc1Cl | 20%&1% | -13%&5% | 7%
Cc1ncc(CSSCc2cnc(C)c(O)c2CO)c(CO)c1O | 2%[10 µM] | 2% | -1%
O=P(O)(O)OC[C@H]1O[C@](O)(COP(=O)(O)O)[C@@H](O)[C@@H]1O | 17% | -11% | -2%
NC(CSCC(=O)O)C(=O)O (configuration not stated) | 7% | -4% | -6%
Cc1c(C)c2c(c(C)c1OC(=O)CCC(=O)O)CC[C@@](C)(CCC[C@H](C)CCC[C@H](C)CCCC(C)C)O2 | 17% | 4% | -10%
COc1ccc2c(c1)N(C[C@@H](C)CN(C)C)c1ccccc1S2 | -1%[2.98 µM] | 2%[17 µM] | -10%[51.4 µM]
COC1OC(CO)C(OC2OC(C(=O)O)C(OC3OC(COS(=O)(=O)O)C(OC4OC(C(=O)O)C(OC5OC(CO)C(OC6OC(C(=O)O)C(OC7OC(COS(=O)(=O)O)C(OC8OC(C(=O)O)=C[C@H](O)C8OS(=O)(=O)O)C(O)C7NC(C)=O)[C@@H](O)C6O)C(O)C5NC(C)=O)[C@@H](O)C4O)C(O)C3NC(C)=O)[C@@H](O)C2O)C(O)C1NC(C)=O (some centres not stated) | -2% | 3% | -5%
CC(C)(O/N=C(\C(=O)N[C@@H]1C(=O)N2C(C(=O)[O-])=C(C[n+]3ccccc3)CS[C@@H]12)c1csc(N)n1)C(=O)O | 10%[2.98 µM] | -3%[17 µM] | -4%[51.4 µM]
CC(C)=CCC/C(C)=C/CO | -3%[10 µM] | 1%&-4% | 7%
CO[C@H]1C[C@@H]2CC[C@@H](C)[C@@](O)(O2)C(=O)C(=O)N2CCCC[C@H]2C(=O)O[C@H]([C@H](C)C[C@@H]2CC[C@@H](OC(=O)C(C)(CO)CO)[C@H](OC)C2)CC(=O)[C@H](C)/C=C(\C)[C@@H](O)[C@@H](OC)C(=O)[C@H](C)C[C@H](C)/C=C/C=C/C=C/1C | 4% | -10% | 5%
COc1ccc2c(c1)c(CC(=O)N1CCOCC1)c(C)n2C(=O)c1ccc(Cl)cc1 | u | -5%&4% | 13%
CNCc1ccccc1 | -3%&0% | 3%&-12% | 4%
NC(=O)C1CC2(NC(=O)NC2=O)c2cc(F)ccc2O1 (configuration not stated) | 3% | 4% | 0%
CCCCCCCCCCCCCCCCCCO | -15% | -5% | 1%
CC(CCc1ccc(O)cc1)NCC(O)c1ccc(O)cc1 (configuration not stated) | -44%[10 µM] | -10% | 0%
CCCCCCCCCCCCCCCCO | -2%&20% | 0%&-4% | 2%
CC(C)(Cc1c[nH]c2ccccc12)NCC(O)COc1ccccc1C#N (configuration not stated) | -3% | -1% | -1%
COc1cc2c(cc1OC)CC(=O)N(CCCN(C)C[C@H]1Cc3cc(OC)c(OC)cc31)CC2 | 2% | -11% | 0%
COC(=O)CCC[N+](C)(C)C | 0% | -7% | 9%
CC1(C)O[C@H]2C[C@@H]3[C@H]4CCC5=CC(=O)CC[C@@]5(C)[C@]4(F)[C@@H](O)C[C@@]3(C)[C@@]2(C(=O)CCl)O1 | -32%[2.98 µM] | -15%[17 µM] | 19%[51.4 µM]
CCCCC/C=C\C/C=C\CCCCCCCC(=O)O | 1%[10 µM] | -5%&1%&1% | -7%
CC[C@H]1OC(=O)[C@H](C)[C@@H](O[C@H]2C[C@@](C)(OC)[C@@H](O)[C@H](C)O2)C(C)[C@@H](O[C@@H]2O[C@H](C)C[C@H](N(C)C)[C@@H]2O)[C@](C)(OC)C[C@@H](C)C(=O)[C@H](C)[C@@H](O)[C@]1(C)O (some centres not stated) | 0% | 1% | 4%
NC(=O)C(c1ccccc1)(c1ccccc1)[C@@H]1CCN(CCc2ccc3c(c2)CCO3)C1 | -2% | 4% | -6%
CC1OC(OCC2OC(Oc3c(-c4ccc(OCCO)c(OCCO)c4)oc4cc(OCCO)cc(O)c4c3=O)C(O)C(O)C2O)[C@@H](O)C(O)C1O (some centres not stated) | -17% | -7% | -2%
CN(C)CCCN1c2ccccc2C(C)(C)c2ccccc21 | 2%[10 µM] | 6% | u
CCN(CC)C(=S)S | u | 3.5µM* | 2%
O=C1OC(CO)C(O)C(O)C1O (configuration not stated) | -1% | 1% | 0%
CC1(C)OC2CO[C@]3(COS(N)(=O)=O)OC(C)(C)OC3C2O1 (some centres not stated) | 25% | -7% | 1%
CN(C)C(=O)Nc1ccc(Cl)c(Cl)c1 | 24% | 8% | -4%
CC[C@H](CO)NCCN[C@@H](CC)CO | 13%[2.98 µM] | -10%[17 µM] | -2%[51.4 µM]
CC(C)Oc1ccc2c(=O)cc(-c3ccccc3)oc2c1 | u | u | -4%
COC(=O)C(Cc1ccccc1)NC(=O)C(N)CC(=O)O (configuration not stated) | -1% | -4% | 1%
C[C@@H](O)[C@@H]1C(=O)N2C(C(=O)O)=C([C@H]3CCCO3)S[C@H]12 | 13% | 2% | -11%
CCOC(C)=O | 22% | 3% | -3%
CCN(CC)[C@@H](C)CN1c2ccccc2Sc2ccccc21 | 0%[2.98 µM] | -2%[17 µM] | -11%[51.4 µM]
C[C@H](CN1c2ccccc2Sc2cccnc21)N(C)C | -12% | 18% | u
CC(C)Nc1cccnc1N1CCN(C(=O)c2cc3cc(NS(C)(=O)=O)ccc3[nH]2)CC1 | u | 7% | 8%
CC(=O)Oc1cc(C(F)(F)F)ccc1C(=O)O | 6%[16.9 µM] | -9%[17 µM] | -3%[51.4 µM]
CS(=O)(=O)CCNCc1ccc(-c2ccc3ncnc(Nc4ccc(OCc5cccc(F)c5)c(Cl)c4)c3c2)o1 | 2% | 4% | -1%
C[C@H](O)C(=O)Nc1c(I)c(C(=O)NC(CO)CO)c(I)c(C(=O)NC(CO)CO)c1I | 5%[2.98 µM] | -1%[17 µM] | -1%[51.4 µM]
CC1(C)S[C@@H]2[C@H](NC(=O)Cc3ccccc3)C(=O)N2[C@@H]1C(=O)O | -2%[10 µM] | -4% | 2%
O=c1ccn(C2OC(COP(=O)(O)OC3C(CO)OC(n4ccc(=O)[nH]c4=O)C3O)C(O)C2O)c(=O)[nH]1 (configuration not stated) | 6% | 0% | 6%
CN[C@@H]1[C@H](O[C@@H]2O[C@H](CO)[C@@H](N)[C@H](O)[C@@H]2O)O[C@H]2C[C@@H](N)[C@@H](O[C@H]3[C@@H](O)[C@H](O)[C@H](N)C[C@@H]3N)O[C@H]2[C@H]1O | 23%[2.98 µM] | -10%[17 µM] | -3%[51.4 µM]
CCCC(=O)OC[C@@H](OC(=O)CCC)[C@@H](OC(=O)CCC)[C@H](Cn1c2nc(=O)[nH]c(=O)c-2nc2cc(C)c(C)cc21)OC(=O)CCC | 12% | -15% | u
C[C@@H]1C(SC2Cn3cnc[n+]3C2)=C(C(=O)[O-])N2C(=O)[C@H]([C@@H](C)O)[C@@H]12 (some centres not stated) | 12%[10 µM] | -7% | 0%
N[C@H](Cc1ccc(O)c(O)c1)C(=O)O | 1%[10 µM] | -7% | -14%
O=C1c2ccccc2C(=O)C1c1ccc(F)cc1 | 5% | 2% | -9%
CS(=O)(=O)c1ccc([C@@H](O)[C@@H](COC(=O)CN)NC(=O)C(Cl)Cl)cc1 | 25% | -6% | -6%
Following part.
SMILES | RORgamma inh | VP16 counter | MLL CXXC-DNA inh
Clc1ccc(C(Cn2ccnc2)OCc2ccsc2Cl)c(Cl)c1 (configuration not stated) | 13µM* | 16µM* | 1%
CNC1CC(N)[C@H](O)[C@@H](O[C@@H]2OC(CO)C3OC4(OC(C(N)CO)C(O)C(O)C4O)O[C@@H]3[C@H]2O)C1O (some centres not stated) | -5% | -1% | 0%
O=C(Nc1ccc(Br)cc1)c1cc(Br)c(Br)s1 | u | 1% | -1%
Cc1ncc(C[n+]2csc(CCOP(=O)(O)OP(=O)(O)O)c2C)c(N)n1 | -28% | -2%&-3% | 12%
CC(=O)Oc1cc(C)c(OC(C)=O)c2ccccc12 | -1%[10 µM] | -17% | 6%
CC1(C)SC2C(N3C(=O)C(c4ccccc4)NC3(C)C)C(=O)N2C1C(=O)O (configuration not stated) | 7% | -8% | 4%
CC1C(=O)C(=O)C=CN1C (configuration not stated) | -7% | -1% | 0%
COC1=C(OC)C(=O)C(C/C=C(\C)CC/C=C(\C)CC/C=C(\C)CC/C=C(\C)CC/C=C(\C)CC/C=C(\C)CC/C=C(\C)CC/C=C(\C)CC/C=C(\C)CCC=C(C)C)=C(C)C1=O | 1% | -6% | -1%
CC(=O)O[C@@]1(C(C)=O)CCC2C3CC(C)C4=CC(=O)CC[C@@]4(C)C3CC[C@]21C (some centres not stated) | -27% | -2% | 3%
Cc1cc(-n2nc3ccc(Cl)cc3n2)c(O)c(C(C)(C)C)c1 | 4% | -4% | -5%

Sorted by number of heavy atoms (highest first): part of the list above.
SMILES | RORgamma inh | VP16 counter | MLL CXXC-DNA inh
COC1=C(OC)C(=O)C(C/C=C(\C)CC/C=C(\C)CC/C=C(\C)CC/C=C(\C)CC/C=C(\C)CC/C=C(\C)CC/C=C(\C)CC/C=C(\C)CC/C=C(\C)CCC=C(C)C)=C(C)C1=O | 1% | -6% | -1%
CC(=O)O[C@@]1(C(C)=O)CCC2C3CC(C)C4=CC(=O)CC[C@@]4(C)C3CC[C@]21C (some centres not stated) | -27% | -2% | 3%
CC1(C)SC2C(N3C(=O)C(c4ccccc4)NC3(C)C)C(=O)N2C1C(=O)O (configuration not stated) | 7% | -8% | 4%
Cc1ncc(C[n+]2csc(CCOP(=O)(O)OP(=O)(O)O)c2C)c(N)n1 | -28% | -2%&-3% | 12%
Clc1ccc(C(Cn2ccnc2)OCc2ccsc2Cl)c(Cl)c1 (configuration not stated) | 13µM* | 16µM* | 1%
O=C(Nc1ccc(Br)cc1)c1cc(Br)c(Br)s1 | u | 1% | -1%
CC1C(=O)C(=O)C=CN1C (configuration not stated) | -7% | -1% | 0%

Following part
SMILES | RORgamma inh | VP16 counter | MLL CXXC-DNA inh
CCOC(=O)C(C#N)=C(c1ccccc1)c1ccccc1 | 3% | 7% | -10%
CC(C)(COP(=O)(O)OP(=O)(O)OC[C@H]1O[C@@H](n2cnc3c(N)ncnc32)[C@H](O)[C@@H]1OP(=O)(O)O)C(O)C(=O)NCCC(=O)NCCS (some centres not stated) | 11% | -12% | 14%
Cc1cccc(C(=O)O)c1O | 16% | -7% | -3%
CO[C@H]1[C@H](O[C@H]2O[C@@H](C)[C@@H](O[C@@H]3C[C@](C)(O)[C@H](O)[C@H](C)O3)[C@@H](N(C)C)[C@@H]2O)[C@@H](CC=O)C[C@@H](C)[C@@H](O[C@H]2CC[C@H](N(C)C)[C@H](C)O2)/C=C\C=C/C[C@@H](C)OC(=O)C[C@H]1O | -6%[2.98 µM] | -6%[17 µM] | 1%[51.4 µM]
CCCN[C@@H](C)C(=O)Nc1ccccc1C | -14%[16.9 µM] | 8%[17 µM] | 4%
O=C1C(O)=C(O)C(=O)C(O)=C1O | -3% | -4% | 11%
CCCCC | 3% | 13% | -5%
O=C(O)COc1ccc(C(=O)c2cccs2)c(Cl)c1Cl | -7%&1% | -14%&6% | 7%&1%

Some of the compounds tested (hit frequency here may not be typical).
